KDM5B inh – blocks human KDM5B histone demethylase activity | Potency, µM (top dose mostly 57.7 µM), for inactives: at the highest dose activity change, negative = inhibition, hits mostly inhibitors | AID 1347165 | KDM5B demethylase, FDH-coupled NADH fluorescence (FDH is formaldehyde dehydrogenase) | Q9UGL1 | actives 2.6% (n = 220,000); active = well fitted inhibition curve with a large enough effect; inconclusive = small, poorly fitted or top-dose-only effect; inactive = no such curve, though single readings can be large or run the other way; note: 0% is about no effect; nearly all actives have a fitted effect of over 70% in size
Target sequence (Q9UGL1 whole entry, looked up): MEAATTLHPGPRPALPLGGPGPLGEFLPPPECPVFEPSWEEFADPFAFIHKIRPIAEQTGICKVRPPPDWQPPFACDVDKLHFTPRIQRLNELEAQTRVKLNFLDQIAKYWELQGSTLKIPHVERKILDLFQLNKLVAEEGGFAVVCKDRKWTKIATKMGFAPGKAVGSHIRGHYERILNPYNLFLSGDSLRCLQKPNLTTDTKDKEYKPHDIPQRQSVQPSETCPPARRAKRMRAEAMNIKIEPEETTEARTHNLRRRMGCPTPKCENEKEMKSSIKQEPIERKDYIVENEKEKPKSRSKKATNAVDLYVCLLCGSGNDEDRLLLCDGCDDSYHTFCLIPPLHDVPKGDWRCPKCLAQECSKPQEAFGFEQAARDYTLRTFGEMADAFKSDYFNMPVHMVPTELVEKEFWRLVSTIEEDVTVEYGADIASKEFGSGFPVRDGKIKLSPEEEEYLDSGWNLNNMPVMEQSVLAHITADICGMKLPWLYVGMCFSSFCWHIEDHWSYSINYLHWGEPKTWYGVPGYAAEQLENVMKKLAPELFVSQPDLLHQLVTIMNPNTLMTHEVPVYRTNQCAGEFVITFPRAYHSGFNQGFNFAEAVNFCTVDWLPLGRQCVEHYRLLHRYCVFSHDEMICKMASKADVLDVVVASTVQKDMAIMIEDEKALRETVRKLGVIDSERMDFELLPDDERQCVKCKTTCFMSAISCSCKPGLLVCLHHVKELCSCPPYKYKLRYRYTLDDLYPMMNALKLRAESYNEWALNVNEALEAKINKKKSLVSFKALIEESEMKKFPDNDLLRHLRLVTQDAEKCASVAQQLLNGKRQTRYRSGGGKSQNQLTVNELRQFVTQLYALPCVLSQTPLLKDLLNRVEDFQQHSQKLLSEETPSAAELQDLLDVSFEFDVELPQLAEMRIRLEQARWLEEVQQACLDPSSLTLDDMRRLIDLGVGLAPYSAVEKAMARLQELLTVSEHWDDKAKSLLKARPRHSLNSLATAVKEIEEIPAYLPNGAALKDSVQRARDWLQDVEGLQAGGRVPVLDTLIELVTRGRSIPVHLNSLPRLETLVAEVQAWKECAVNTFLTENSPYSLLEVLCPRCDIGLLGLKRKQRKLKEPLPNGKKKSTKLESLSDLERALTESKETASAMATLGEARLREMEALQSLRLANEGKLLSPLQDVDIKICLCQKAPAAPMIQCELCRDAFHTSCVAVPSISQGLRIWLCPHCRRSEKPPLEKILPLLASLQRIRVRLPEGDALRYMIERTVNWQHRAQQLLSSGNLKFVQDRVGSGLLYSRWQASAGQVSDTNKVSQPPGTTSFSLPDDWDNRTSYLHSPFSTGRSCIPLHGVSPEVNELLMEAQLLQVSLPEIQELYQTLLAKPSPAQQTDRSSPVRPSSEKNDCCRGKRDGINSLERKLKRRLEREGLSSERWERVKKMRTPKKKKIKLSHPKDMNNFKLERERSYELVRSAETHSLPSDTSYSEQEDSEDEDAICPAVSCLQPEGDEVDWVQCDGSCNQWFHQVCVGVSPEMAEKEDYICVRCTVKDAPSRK
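qHTS format, multiple compound concentrations. Buffer 50 mM HEPES pH 7.5/0.01% Tween-20; 200 nM KDM5BΔAP final; 10 min compound preincubation; substrate-mix levels 12.5 µM peptide, 25 µM α-KG, 0.25 mM NAD⁺; 30 min RT; ΔRFU.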
Numbers without * were called inactive; i = inactive; ? = inconclusive; [ ] = another dose, or the depositor's remark. Potency is the fitted concentration of half-maximal effect. These rows are one share of the data; the hit share may differ from the screen's.

Cc1ccccc1NC(=O)COC(=O)CCc1nc2ccccc2s1
  KDM5B inh: -8%
Cc1noc(-c2ccc3c(c2)OCO3)c1C(=O)NCCCOC(C)C
  KDM5B inh: ?
COc1ccc(NC(=O)C2=C(C)Nc3nc(SCc4ccc(C)cc4C)nn3C2c2cccc(OC)c2OC)cc1 (stereo not drawn)
  KDM5B inh: 9%
CC(C)C(C)NC(=O)c1ccccc1Br (stereo not drawn)
  KDM5B inh: -3%
Cc1cccc(NC(=O)CC2CCCN(c3cnn(C)c(=O)c3)C2)c1 (stereo not drawn)
  KDM5B inh: -2%
O=C(CSc1nnc(-c2cccs2)o1)NCCc1ccc(F)cc1
  KDM5B inh: 18%
CCc1ccccc1NC(=O)CN(C)C(=O)C(C)N1CCCC(C(F)(F)F)C1 (stereo not drawn)
  KDM5B inh: 13%
CCN1c2cc(C(=O)Nc3ccc(Cl)cc3)ccc2C(=O)N2CCCCCC21 (stereo not drawn)
  KDM5B inh: ?
Cc1cn2nc(C(=O)NC(C)c3ccccc3)cc2c(N2CCCC2)n1 (stereo not drawn)
  KDM5B inh: i
CCOc1ccc(NC(=O)COc2ncnc3ccc(Br)cc23)c([N+](=O)[O-])c1
  KDM5B inh: -1%
Cc1cc2nc(CSc3nc4ccc(NC(=O)Cc5ccccc5)cc4s3)cc(=O)n2o1
  KDM5B inh: 6%
Cc1ccc(NCCCNc2ncccc2C#N)nc1
  KDM5B inh: ?
CCN1c2cc(C(=O)NC3CCCC3)ccc2C(=O)N2CCCCC21 (stereo not drawn)
  KDM5B inh: ?
CCCc1cc(=S)n2c([nH]c3ccccc32)c1C#N
  KDM5B inh: ?
Cc1oc2c(c1C(=O)N(C)CCc1ccccn1)CN(Cc1cccc(F)c1)CC2
  KDM5B inh: ?
COc1ccccc1-c1nnc(SCC(=O)N(C)C2(c3ccccc3Cl)CCCCC2=O)o1 (stereo not drawn)
  KDM5B inh: 21%
O=C(Nc1c(C(=O)c2ccccc2)oc2ccccc12)c1ccc(F)cc1
  KDM5B inh: 0%
O=C(c1cnn(-c2ccc(F)cc2)c1-n1cccc1)N1CCN(c2ccc(F)cc2)CC1
  KDM5B inh: ?
O=C(NCCN1CCN(c2cccc(Cl)c2)CC1)Nc1ccccc1
  KDM5B inh: -39%
CC(=O)N1CC[n+]2c(-c3ccc([N+](=O)[O-])cc3)csc21
  KDM5B inh: ?
Cc1ccsc1CN(C)C(=O)Cn1c(=O)c2c(ncn2C2CCCC2)n(Cc2ccccc2)c1=O
  KDM5B inh: -17%
O=C(Cn1c(=O)c2ccccc2n(CC(=O)Nc2ccc(Cl)cc2)c1=O)NCCc1ccccc1
  KDM5B inh: ?
Cc1ccc(CCNC(=O)CN2CCN(Cc3ccc(Cl)cc3)C2=O)cc1
  KDM5B inh: 11%
CCc1ccccc1NC(=O)CN(c1cc(C(F)(F)F)ccc1Cl)S(=O)(=O)c1ccccc1
  KDM5B inh: ?
Cn1nnnc1C1CCCN(C(=O)c2ccccc2)C1 (stereo not drawn)
  KDM5B inh: -27%

Cc1cc(C)c(C(=O)c2cc3ccccc3o2)c(C)c1
  KDM5B inh: 10%
CC(C)Oc1ccc(C(=O)N(Cc2ccco2)c2ccccn2)cc1
  KDM5B inh: -6%
O=C(NCCc1nc(-c2ccccc2)cs1)C1CC(=O)N(c2n[nH]c3ccccc23)C1 (stereo not drawn)
  KDM5B inh: -24%
O=C(Cn1nc(C(=O)O)c2ccccc2c1=O)Nc1ccccc1C(F)(F)F
  KDM5B inh: -3%
Cc1[nH]cnc1C(=O)O
  KDM5B inh: -28%
COC(=O)c1sc2ncccc2c1-n1c(C)ccc1C
  KDM5B inh: -28%
Cc1ccc(CN2CC(C(=O)Nc3ncccc3C)CC2=O)cc1 (stereo not drawn)
  KDM5B inh: 23%
CC(C)NC(=O)NCc1nnc2n1C(C(=O)N(C)C)CC2 (stereo not drawn)
  KDM5B inh: -6%[149 µM]
N#Cc1nc(/C=C/c2ccc(F)cc2)oc1NCc1ccc(F)cc1
  KDM5B inh: ?
CCCCn1nc(C(=O)NCc2ccccc2)c2ccccc2c1=O
  KDM5B inh: 6%
NC(=O)c1cccnc1N1CCC(n2cc(-c3ccccc3Cl)nn2)CC1
  KDM5B inh: 15%
CC(C)c1ccc(C(=O)N2C[C@@H](CO)[C@H](N(C)C)C2)cc1
  KDM5B inh: 31%
CCCN(Cc1nnc(-c2ccccc2Cl)o1)C(=O)c1cccc(S(=O)(=O)N(C)C)c1
  KDM5B inh: -24%
COc1ccc(NC(=O)CS(=O)CC(=O)Nc2ccc(-n3cnnn3)c(C)c2)cc1 (stereo not drawn)
  KDM5B inh: 30%
O=C(c1ccco1)N1CCN(c2nc3c(F)cc(F)cc3s2)CC1
  KDM5B inh: ?
COC(=O)c1sc(N2C(=O)C(=O)/C(=C(/O)c3cccc(OC)c3)C2c2ccccc2F)nc1C (stereo not drawn)
  KDM5B inh: -7%
COCCN1CCCNCC1
  KDM5B inh: 61%[activator]
Cc1nc(NC(=O)c2cc(Cl)cc(Cl)c2)sc1C
  KDM5B inh: 12%
Cc1ccc(-c2cc3nccc(-c4cc(C)ccc4O)n3n2)cc1
  KDM5B inh: ?
COc1ccc(CNC(=O)c2cnc3cc(C)ccn3c2=O)cc1
  KDM5B inh: -26%
CN(CCc1ccccc1)[C@@H]1[C@H](O)[C@H](CO)O[C@@H]1CNC(=O)c1cccc(F)c1
  KDM5B inh: -9%
CC(C)(C)CC(=O)NCC(O)c1ccc(Cl)cc1 (stereo not drawn)
  KDM5B inh: 10%
Cc1cc(=O)[nH]c2c1c(C)nn2C(C)(C)C
  KDM5B inh: 18%
O=C(Cc1cccs1)Nc1cccc(-c2nc3ccccc3o2)c1
  KDM5B inh: 0%
CC(C)CCNC(=O)C(Cc1ccccc1)NS(=O)(=O)c1ccc2c(c1)c(=O)n(C)c(=O)n2C (stereo not drawn)
  KDM5B inh: ?

Cc1ccc(C(=O)Nc2ccc3oc(-c4ccncc4)nc3c2)cc1C
  KDM5B inh: ?
Cc1cccc(OCCc2noc(C3CCCN3)n2)c1 (stereo not drawn)
  KDM5B inh: -18%
CCc1noc(-c2cccn3c(CNC(=O)c4cccc(N(C)C)c4)nnc23)n1
  KDM5B inh: -38%
Cc1ccc(CCC(=O)NC(C)c2cccnc2)c(C)c1 (stereo not drawn)
  KDM5B inh: 31%
CN(CC1CCOC1)S(=O)(=O)c1ccc(C(F)(F)F)cc1 (stereo not drawn)
  KDM5B inh: 23%
Cc1ncc2c(c1CNS(=O)(=O)N(C)C)CCN(C(=O)c1cccc(N3CCCC3=O)c1)C2
  KDM5B inh: 6%
Cc1noc2c(N3CC(O)C3)cc(-c3cccc(C(F)(F)F)c3)nc12
  KDM5B inh: -2%[86.2 µM]
Cn1nc2n(c1=O)CCN(S(=O)(=O)c1ccc(C#N)cc1)CC2
  KDM5B inh: 7%
COCC(=O)N1CCOC[C@H](Oc2ccc(C(F)(F)F)cc2)C1
  KDM5B inh: -6%[86.2 µM]
CN(Cc1ccc(C(F)(F)F)cc1)Cc1cccn1C
  KDM5B inh: -24%[86.2 µM]
COc1cccc(Oc2coc3cc(OC(=O)c4ccc(F)cc4)ccc3c2=O)c1
  KDM5B inh: -5%
Cc1ccc(-c2noc(CSc3nnc(-c4ccc(Cl)cc4)n3C)n2)cc1
  KDM5B inh: -14%
CC(C)(C)C(=O)N1CC[C@@H](CC(=O)O)[C@@H](CCN2CCN(c3cccc(C(F)(F)F)c3)CC2)C1
  KDM5B inh: 19%
COCC(=O)N[C@@H]1CN(Cc2ccc(C)s2)CC[C@@H]1c1n[nH]c(C)n1
  KDM5B inh: ?
CC(=O)c1ccc(S(=O)(=O)NCCC(=O)O)cc1
  KDM5B inh: 9%
CCOc1ccccc1-c1nc(C2CC(=O)N(c3ccc(C)cc3)C2)no1 (stereo not drawn)
  KDM5B inh: ?
Cc1cc(OCC(=O)Nc2ccc3oc(-c4cccnc4)nc3c2)cc(C)c1Cl
  KDM5B inh: ?
Cc1cc(C)n(-c2ccc(NC(=O)C3CCCCN3C(=O)c3ccc[n+]([O-])c3)cc2)n1 (stereo not drawn)
  KDM5B inh: -6%
C/C(=N\NC(=O)c1ccn(C)n1)c1ccco1
  KDM5B inh: -19%
COc1ccc(-n2ccnc(NCc3ccccc3OC)c2=O)cc1
  KDM5B inh: -13%
COCCNC(=O)[C@@H]1C[C@H](Oc2ccccc2)CN1C(=O)c1ccc(OC)nc1OC
  KDM5B inh: -16%
COc1ccc(C(CC(=O)N2CCCC2)c2cn(Cc3ccccc3)c3ccccc23)cc1OC (stereo not drawn)
  KDM5B inh: ?
CCC(=O)N/C(=N/c1nc(C)cc(C)n1)Nc1ccc(C)cc1
  KDM5B inh: -2%
O=C(CC1C=CCC1)N(Cc1ccco1)C1CC1 (stereo not drawn)
  KDM5B inh: -21%
Cc1ccc(C2Cn3nnc(-c4noc(-c5nn(C)c6ccccc56)n4)c3CO2)cc1 (stereo not drawn)
  KDM5B inh: ?

Another view of some results above:
KDM5B inh	canonical_smiles
?	N#Cc1nc(/C=C/c2ccc(F)cc2)oc1NCc1ccc(F)cc1
-3%	O=C(Cn1nc(C(=O)O)c2ccccc2c1=O)Nc1ccccc1C(F)(F)F
31%	Cc1ccc(CCC(=O)NC(C)c2cccnc2)c(C)c1 (stereo not drawn)
-8%	Cc1ccccc1NC(=O)COC(=O)CCc1nc2ccccc2s1
-2%	CCC(=O)N/C(=N/c1nc(C)cc(C)n1)Nc1ccc(C)cc1

The list goes on:
Cc1nn(-c2ccc(C(C)C)cc2)c(C)c1[C@@H]1C=C[C@@H](NC(=O)Nc2ccccc2)C1
  KDM5B inh: 2%[86.2 µM]
O=C(O)CCc1oc2cc(O)ccc2c(=O)c1-c1nc2ccccc2[nH]1
  KDM5B inh: ?
Cc1cc(Cl)ccc1S(=O)(=O)NC1CCc2nn(C)c(=O)n2CC1 (stereo not drawn)
  KDM5B inh: 14%
Cc1cc(C)c(C(=O)COC(=O)c2ccc(C=O)cc2)c(C)c1
  KDM5B inh: ?
O=C(Cc1cccs1)N(Cc1ccco1)C1CC1
  KDM5B inh: -8%
CCC(=O)N1CCc2cc(S(=O)(=O)NC(Cc3ccccc3)C(=O)NCc3ccccc3)ccc21 (stereo not drawn)
  KDM5B inh: 1%
COc1ccccc1C(=O)Nc1cc(C)ccc1NC(=O)c1ccco1
  KDM5B inh: -20%
Cn1cncc1C(=O)N1CC(F)(F)C[C@H]1c1nc(C2CC2)no1
  KDM5B inh: -9%
COC(=O)c1ccc(OC(=O)c2ccc(OC)c(Br)c2)cc1
  KDM5B inh: 13%
COc1ccc(OC)c(S(=O)(=O)Oc2ccc(N)c3ccccc23)c1
  KDM5B inh: ?
COc1ccccc1C(=O)Nc1ccc(OCc2cc(=O)n3cc(C)sc3n2)cc1
  KDM5B inh: ?
Cc1cnc(C(=O)OCC(=O)c2ccc3ccccc3c2)cn1
  KDM5B inh: ?
Cc1cc(C)n(CCC(=O)NC2CCCN(c3cc(-c4ccc(Cl)cc4)[nH]n3)C2)n1 (stereo not drawn)
  KDM5B inh: 97%[activator]
Cc1ccc(Nc2nnc(-c3ccc(C)c(S(=O)(=O)N4CCOCC4)c3)c3ccccc23)c(C)c1
  KDM5B inh: ?
Cc1ccc(N(C(=O)Nc2ccccc2)C2=NCCC2)cc1
  KDM5B inh: -4%
Cc1ccc(NC(=O)N[C@H](C(=O)O)C(C)C)c(C)c1
  KDM5B inh: 3%
Cc1cccc(N2CC(C(=O)O)CC2=O)c1C (stereo not drawn)
  KDM5B inh: -6%
CC1=Nc2cc(C(=O)N3CCC(C)CC3)ccc2Sc2ccc(Cl)cc21
  KDM5B inh: 3%
CCc1ccc(NC(=O)N(C)CC2CCOC2)cc1 (stereo not drawn)
  KDM5B inh: 21%
O=S(=O)(NCC(c1ccco1)N1CCN(c2ccccc2)CC1)c1cc(F)ccc1F (stereo not drawn)
  KDM5B inh: -20%
COc1ccccc1-c1noc(-c2ccc(NCc3cccnc3)c([N+](=O)[O-])c2)n1
  KDM5B inh: 12%
CC(NC(=O)c1ccc(Cn2c(SCc3ccccc3)nc3cccnc32)cc1)c1ccccc1 (stereo not drawn)
  KDM5B inh: ?
Cc1cc(C)cc(C(=O)Nc2ccc(-c3nnc4n3CCCC4)cc2)c1
  KDM5B inh: 10%
Cn1c(=O)[nH]c(=O)c2c1nc(SCC(N)=O)n2CCCc1ccccc1
  KDM5B inh: -11%
CCOc1ccccc1NC(=O)N1CCCC1C(=O)NCc1ccco1 (stereo not drawn)
  KDM5B inh: -9%

Cc1ccc(OCCn2c(CNc3cccc(C)c3)nc3ccccc32)cc1
  KDM5B inh: ?
Cc1cc2c(cc3c(SCc4cccc(F)c4)nnc(C)n32)o1
  KDM5B inh: ?
COc1cccc(CNC(=O)c2c(O)nc3ccccn3c2=O)c1
  KDM5B inh: -4%
Cc1ccc(-c2cc(C(F)F)n3nc(C)c(Cl)c3n2)cc1C
  KDM5B inh: 15%
CC(C)n1c(C2CCN(C(=O)CN3CCCCCC3)CC2)nn(C)c1=O
  KDM5B inh: -29%
Cc1ccc(N2CC(NC(=O)c3ccccc3C(F)(F)F)CC2=O)cc1C (stereo not drawn)
  KDM5B inh: -14%
CN(C)C(=O)CN(C)c1nc(-c2ccncc2)nc2ccccc12
  KDM5B inh: -21%
O=C(c1cccs1)N1CCC2(CC1)CC(OCC1CC1)CCO2 (stereo not drawn)
  KDM5B inh: -9%
COc1ccc(OCCOC(=O)C2Cc3ccccc3C(=O)O2)cc1 (stereo not drawn)
  KDM5B inh: 32%[activator]
CCC(CC)N1CCCC(c2nc(-c3cccnc3)no2)CCNC(=O)CC1 (stereo not drawn)
  KDM5B inh: -4%
CCC(C(=O)Nc1ccc(C(C)=O)cc1)n1c(=O)c(-c2ccccc2NC(C)=O)nc2ccccc21 (stereo not drawn)
  KDM5B inh: -18%
CCOC(=O)c1cc(OC(=O)c2ccccc2Cl)n(-c2ccccc2)n1
  KDM5B inh: 12%
CCCOCc1cc(CN2CCN(c3cccc(Cl)c3)CC2)c(O)c2ncccc12
  KDM5B inh: 11%
COCCNC(=O)CCSc1nc(-c2ccc3c(c2)OCO3)cc(C(F)(F)F)n1
  KDM5B inh: ?
